Source: PubChem BioAssay
KCNH2 3.1 block: inhibitors of human KCNH2 3.1 potassium channel isoform | U2OS KCNH2 3.1, thallium flux FluxOr; active compounds read low | activity change, % (tested at about 1.8 µM) | 0.95% of 340,000 active | AID 720553;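 active = maximum activity change below -70%; inconclusive = maximum activity change from -70% to -50%; inactive = maximum activity change above -50%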;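 note: thallium influx rate constant from kinetic fluorescence after stimulation buffer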
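Virally transduced U2OS (3.1 isoform, 4 h infection in dark at RT) → overnight 37 C → FluxOr + Red40 in HBSS/HEPES, 45 min → stimulation buffer, 2 min kinetic read → rate constant vs DMSO controls.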
B2AR arrestin: agonists driving beta-arrestin recruitment to human beta2-adrenergic receptor. P07550. beta-arrestin recruitment to beta2AR, cell-based reporter. 0.02% of 330,000 active. Potency, µM (doses to about 46.1 µM), for the others: at the top dose activation, most hits filed as activators. AID 492947;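 note: potency is the fitted concentration of half-maximal effect; 0% = DMSO controls and full agonism = EC100 isoproterenol or metaproterenol; nearly all actives have a fitted effect of over 65% in size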
USP2a block: USP2a (human) protease inhibition | O75604 | USP2 core, Ub-CHOP2 coupled fluorogenic reporter, 485/531 | Potency, µM (series often up to 38.3 µM), for inactives: at the top dose activity change, negative = inhibition, most hits filed as inhibitors | 0.01% of 330,000 active;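 note: potency is the fitted concentration of half-maximal effect; plate controls were DMSO wells for no effect and full inhibition by NEM control for full effect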
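Cell-free coupled assay: 10nM USP2 core preincubated 30min RT with compound in Tris-HCl pH 8.0/CaCl2/CHAPS buffer, then 25nM Ub-CHOP2 and 25nM reporter substrate; fluorescence (Ex 485/Em 531) read after 60min RT, normalized to NEM inhibition, concentration-response curves fitted.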
BCR signal inh: blocks chronic active B-cell receptor signaling; ABC-DLBCL IkBa-CBG/CBR reporter, luminescence ratio, 4 h; Potency, µM (doses to about 46.1 µM), without a hit: top-dose ratio change, negative = lower green/red ratio, most hits filed as inhibitors; 0.05% of 340,000 active; AID 493014; active = well fitted inhibition curve with a large enough effect in the signal ratio, with a control signal flat, not every such curve was filed as active; inconclusive = small, poorly fitted or top-dose-only effect, or effect the other way, or a change in a side signal; the % refers to the signal ratio;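 note: potency is the fitted concentration of half-maximal effect; plate controls were basal doxycycline-induced cells for no effect and cells given 10 µM MG132 for full effect; MG132 reads +100%, hits lower the ratio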
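Doxycycline induced both beetle luciferases in TMD8 lymphoma cells; IKK-driven degradation limits the IkappaBalpha-fused green signal, while red luminescence normalises for cell number and nonspecific effects. Compounds tested up to 46 uM, 4 hrs.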
GALK inhibitor: inhibitors of human galactokinase; 0.007% of 270,000 active; Potency, µM (top dose mostly 57.5 µM), without a hit: top-dose activity change, negative = inhibition, usual class: inhibitors; P51570; Purified GALK, Kinase-Glo residual ATP luminescence; note: potency is the fitted concentration of half-maximal effect
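GALK at 5 nM final was combined with compound, 35 uM ATP and 100 uM galactose in HEPES pH8.0 with MgCl2 and DTT. The reaction ran one hour at room temperature before luminescent ATP detection.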
Eya2 phos inh: blocks the phosphatase activity of human Eya2; O00167; recombinant Eya2, OMFP fluorescence dephosphorylation (OMFP is methylfluorescein phosphate); Potency, µM (titrated, usually from 76.9 µM), inactives show top-dose activity, negative = inhibition, actives largely listed as inhibitors; 0.006% of 330,000 active; AID 488837; note: potency is the fitted concentration of half-maximal effect
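Eya2 (0.2 uM) preincubated 10 min at ambient with compound, then OMFP substrate added at 50 uM; 10 min reaction in 50 mM HEPES pH 7.5, 50 mM NaCl, 5 uM MgCl2, 0.05% BSA, 1 mM DTT. Fluorescence read at Ex 485/Em 525 nm.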
Giardia kill: Giardia lamblia killing | Giardia lamblia trophozoite viability | activity change, % at 7.66 µM, hits read low | 0.15% of 340,000 active | AID 540267; in the data active = activity change below about -80%; inconclusive = between about -30% and that limit;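 note: parasites exposed to compound for two days anaerobically before the ATP read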
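Media and compound were dispensed first, then trophozoites at 100 cells/well; plates sat 48 hrs at 37 deg C without oxygen before ATP luminescence reagent was added and read after 15-30 min at room temperature.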
uPA generation: inhibitors of cell surface uPA generation | cell surface uPA generation assay, qHTS | Potency, µM (titrated, usually from 38.3 µM), for inactives: at the highest dose activity change, negative = inhibition, most hits filed as inhibitors | 0.31% of 330,000 active | AID 540303; active = well fitted inhibition curve with a large enough effect; inconclusive = small, poorly fitted or top-dose-only effect; inactive = no such curve, though single readings can be large or run the other way; tested in mouse RAW 264.7 cells; note: potency is the fitted concentration of half-maximal effect; nearly all actives have a fitted effect of over 55% in size
PKM2 act: PKM2 (human) enzyme activation. AID 1631. P14618. purified PKM2, Kinase-Glo ATP luminescence, activation; response scale: 0% is enzyme alone, no compound. 0.34% of 260,000 active. Potency, µM (series often up to 57.5 µM), for the others: at the top dose activation, most hits filed as activators; note: potency is the fitted concentration of half-maximal effect; nearly all actives have a fitted effect of over 55% in size
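Kinase-Glo luminescence reports ATP generated from ADP (0.1 mM) and PEP (0.5 mM) by purified hPK-M2 after 1 h at room temperature, pH 7.2 imidazole buffer; intermediate enzyme activity allows detecting inhibitors and activators.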
KCNH2 WT inh: blocks the wildtype human KCNH2 potassium channel. U2OS, BacMam KCNH2, thallium flux FluxOr; active compounds read low. activity change, % at 1.84 µM. 0.37% of 340,000 active. AID 720551;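 active = maximum activity change below -70%; inconclusive = maximum activity change between -70% and -50%; inactive = maximum activity change above -50%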
Target sequence (Q12809 whole entry, looked up): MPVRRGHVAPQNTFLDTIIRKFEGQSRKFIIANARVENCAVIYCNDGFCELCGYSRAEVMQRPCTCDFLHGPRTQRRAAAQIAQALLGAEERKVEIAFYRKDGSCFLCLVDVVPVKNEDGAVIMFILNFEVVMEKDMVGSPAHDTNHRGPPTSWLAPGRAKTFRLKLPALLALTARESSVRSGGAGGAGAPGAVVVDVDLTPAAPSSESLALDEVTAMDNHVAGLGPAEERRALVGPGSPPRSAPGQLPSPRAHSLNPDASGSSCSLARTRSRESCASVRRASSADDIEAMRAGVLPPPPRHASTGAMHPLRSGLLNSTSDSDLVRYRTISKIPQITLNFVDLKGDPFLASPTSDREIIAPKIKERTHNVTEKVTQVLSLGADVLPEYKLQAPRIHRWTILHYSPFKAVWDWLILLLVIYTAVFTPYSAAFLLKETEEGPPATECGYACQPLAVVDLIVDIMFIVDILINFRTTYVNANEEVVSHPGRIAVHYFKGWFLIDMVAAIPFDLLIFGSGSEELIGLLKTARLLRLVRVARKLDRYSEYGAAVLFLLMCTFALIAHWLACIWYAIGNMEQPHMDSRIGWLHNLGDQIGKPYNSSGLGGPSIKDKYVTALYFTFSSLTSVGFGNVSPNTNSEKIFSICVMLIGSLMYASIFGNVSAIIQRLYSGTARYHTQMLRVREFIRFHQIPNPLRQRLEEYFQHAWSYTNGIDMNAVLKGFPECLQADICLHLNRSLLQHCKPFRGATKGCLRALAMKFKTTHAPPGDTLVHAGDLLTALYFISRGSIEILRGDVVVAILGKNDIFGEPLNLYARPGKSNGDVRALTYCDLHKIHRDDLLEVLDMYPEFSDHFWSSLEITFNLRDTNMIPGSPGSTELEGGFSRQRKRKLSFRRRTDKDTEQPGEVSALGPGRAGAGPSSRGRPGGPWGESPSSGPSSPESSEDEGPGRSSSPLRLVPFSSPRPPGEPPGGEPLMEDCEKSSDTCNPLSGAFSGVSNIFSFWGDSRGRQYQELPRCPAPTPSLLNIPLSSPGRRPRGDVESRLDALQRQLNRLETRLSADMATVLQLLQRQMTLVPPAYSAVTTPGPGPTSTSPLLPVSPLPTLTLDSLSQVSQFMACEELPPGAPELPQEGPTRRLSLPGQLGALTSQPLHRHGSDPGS
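U2OS cells were transduced with wild-type KCNH2 virus (2.03 x 10^8 / mL) for 4 h at room temperature, then cultured overnight at 37 C. Thallium flux was read with FluxOr dye. Rate constants were normalized to DMSO controls.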
FBPA coupling cs: coupling enzyme interference in Giardia aldolase counter-screen; 0.67% of 290,000 active; activity change, negative = inhibition, % at 58.2 µM, hits read low; coupling enzyme system counterscreen, AmpLite Red fluorescence; AID 2472; in the data active = activity change below about -30%
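Compounds tested against the coupling enzymes alone at 57.5 uM final; readout was AmpLite Red fluorescence (525/598 nm) after 20 min at RT.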
Starred values were filed as active, the others as inactive; i = inactive; ? = inconclusive; . = no result given. Unless noted, calls come from the whole dose curve; as a rule, active = well fitted curve in the direction sought with a large enough effect; inconclusive = small, poorly fitted or top-dose-only effect, or another doubt; inactive = no such curve, though single readings can be large; an effect the other way counts as inactive or inconclusive. Unless noted, % is set by controls: 0 for no effect and ±100 for the full control effect.

SMILES	KCNH2 3.1 block	B2AR arrestin	USP2a block	BCR signal inh	GALK inhibitor	Eya2 phos inh	Giardia kill	uPA generation	PKM2 act	KCNH2 WT inh	FBPA coupling cs
N#CCC(=O)N1CCCCCC1	1.5	-0.2%	2.9%	-3.8%	3.0%	3.5%	6.7	-7.6%	1.5%	-4.8	0.9
C/C(=N\Nc1ccccc1C(=O)O)c1ccncc1	-14.5	-0.4%	-1.4%	-19.6%	-6.4%	8.8%	-12.3	4.8%	-8.2%	-13.4	-0.4
C/C=C/c1ccc(OCCN2CCc3ccccc3C2)c(OC)c1	-18.1	-0.5%	0.8%	0.1%	.	2.8%	-2.3	0.6%	-0.1%	5.5	0.2
CCn1c(Cn2nnc(-c3ccccc3)n2)nnc1SCC(=O)N1CCOCC1	8.1	-0.1%	1.2%	-9.4%	2.0%	23.6%	5.3	-1.4%	-0.6%	7.8	3.8
CCN(CC)S(=O)(=O)c1ccc2c(c1)N(CC(=O)N1CCCC1)C(=O)CO2	8.6	0.0%	2.1%	3.0%	-1.6%	3.7%	-3.2	-1.1%	.	5.3	2.4
CC(=O)Nc1cccc2c1C(=O)N(c1cccc(OC(C)=O)c1)C2=O	-15.3	0.3%	1.4%	-0.5%	-2.4%	?	-0.4	7.8%	4.9%	.	-0.1
CCOC(=O)c1c(NC(=O)CC)sc(C(=O)N2CCCCC2)c1C	12.2	0.1%	-0.7%	-0.9%	1.4%	-6.2%	-1.4	-10.8%	-1.7%	-4.3	1.7
CCOc1ccc(NC(=O)CNS(=O)(=O)c2c(C)cc(C)cc2C)cc1	2.1	-0.8%	-1.0%	4.2%	-6.0%	9.3%	-14.0	12.5%	0.7%	16.5	0.0
COc1ccc(CCC(=O)Nc2ccc3c(c2)OCCO3)cc1	-9.3	0.1%	0.7%	1.4%	2.6%	2.2%	-4.0	-0.4%	-2.1%	3.4	-2.7
CCN(CC(=O)Nc1cc(Cl)ccc1C)C(=O)CSCc1c(C)noc1C	-14.2	-0.1%	-2.3%	8.1%	.	-17.8%	-14.2	0.3%	.	0.0	.
Cc1cc(C)c(C)c(S(=O)(=O)N2CCCCC2C(=O)O)c1C (configuration not stated)	7.8	-0.2%	2.4%	12.7%	-2.0%	5.2%	-12.6	1.8%	-4.4%	-1.3	-7.0
COc1ccc(S(=O)(=O)N/N=C\c2ccc3c(c2)OCO3)c(OC)c1	-0.8	0.3%	0.7%	-1.0%	1.2%	1.4%	-14.2	?	2.2%	-6.0	-0.7
COc1ccc2c(c1)c(=O)oc1c(C)c(OCc3cc(C(=O)O)oc3C)ccc12	4.6	0.0%	-1.0%	?	-4.5%	6.1%	29.7	-7.5%	?	i	6.1
O=C(CCCNC(=O)c1ccc(Cl)cc1)Nc1ccc(F)c(S(=O)(=O)N2CCOCC2)c1	-1.7	0.4%	0.7%	0.1%	.	5.0%	-23.7	-10.0%	.	1.9	.
COc1ccc(C(=O)Nc2ccc3nc(N4CCOCC4)sc3c2)cc1OC	10.3	0.1%	3.9%	-22.0%	.	8.9%	13.9	-1.1%	.	-1.4	.
O=C(Nc1ccccc1)c1cnc2ccccc2n1	2.6	-1.2%	1.4%	?	.	-5.7%	13.7	0.0%	-5.3%	3.2	0.4
Cc1cc(C)c[n+](CC(=O)c2ccc(NC(=O)c3ccccc3)cc2)c1	-3.0	-0.2%	-0.2%	2.6%	5.0%	-4.4%	?	1.0%	2.1%	-2.1	4.4
COc1ccccc1N1CCN(C2CCCN(S(=O)(=O)c3ccc(C)cc3)C2)CC1 (configuration not stated)	-9.8	-0.4%	4.4%	-1.6%	-5.1%	4.8%	-1.4	-6.5%	.	27.6	.
CSc1ccc(C(=O)/C=C/c2ccc(N)cc2)cc1	5.7	0.1%	0.6%	?	1.2%	11.2%	?	-18.8%	0.3%	11.4	2.5
Cc1ccc(CNCC(O)(c2ccccc2)c2ccccc2)cc1	-26.8	-0.4%	-3.5%	?	3.1%	-11.2%	8.1	-0.7%	.	10.7	0.0
COc1ccccc1N1CCN(C(=O)CCSCc2ccccc2F)CC1	-17.6	0.0%	0.5%	?	-1.3%	-3.1%	15.3	-2.1%	-5.1%	9.6	-1.5
Clc1ccccc1C1Nc2cccc3cccc(c23)N1	-8.0	?	-0.3%	-27.6%	2.1%	-4.4%	2.2	-5.9%	1.4%	-1.6	-5.4
CN(C)C(=O)c1cn(-c2ccc(Cl)cc2)c(=O)c2ccccc12	-1.8	-0.4%	-1.5%	-10.9%	5.0%	3.9%	-20.1	1.0%	0.6%	-5.2	-0.8
O=C(Nc1ccc(N2CCOCC2)cc1)c1cccc(S(=O)(=O)N2CCOCC2)c1	5.8	-0.6%	3.9%	-14.7%	.	10.1%	4.4	15.7%	.	-6.2	.
CN1CCN(C(=O)c2cc3ccccc3oc2=O)CC1	7.8	0.0%	2.0%	0.0%	-0.4%	-13.1%	-0.3	-0.8%	-1.1%	-2.0	4.0
CCOC(=O)C(=CNc1ccc(C)cc1C)C(=O)OCC	4.6	-0.2%	1.7%	11.4%	-0.7%	-25.5%	9.8	-10.1%	-3.9%	7.4	-2.1
CN(C(=O)COc1ccccc1)c1nnc(-c2ccncc2)s1	17.1	0.1%	3.1%	?	-0.2%	-8.8%	-1.9	-1.4%	6.0%	4.0	1.5
CC(=O)c1cccc(NC(=O)CCCNC(=O)c2ccc(Cl)cc2)c1	5.9	0.3%	-1.3%	4.2%	14.8%	-13.0%	6.6	0.4%	-1.6%	-0.1	0.1
O=C(COC(=O)COc1ccc(Cl)cc1)NC1CC1	?	-0.1%	-1.1%	3.6%	.	4.0%	-4.5	10.4%	.	14.8	.
O=C(CC1SC(N2CCCC2)=NC1=O)Nc1ccc(C(=O)N2CCN(c3cccc(Cl)c3)CC2)cc1 (configuration not stated)	3.3	-0.2%	0.7%	0.2%	.	51.8%	8.7	-3.1%	.	6.6	.
Cc1ccc(-n2ncc3c(=O)[nH]c(SCC(=O)N4CCN(c5ccccc5)CC4)nc32)cc1	6.5	-0.4%	-1.0%	0.6%	-3.0%	-8.3%	-0.3	5.2%	-2.9%	-5.4	0.0
COc1ccc(OC)c(NC(=O)CSc2nc(=O)n(Cc3ccccn3)c3c2CCC3)c1	-1.5	-0.1%	-1.3%	?	.	2.7%	15.3	5.3%	.	-2.8	.
COc1cc(OC)c(OC)cc1CN1CCCC(C(=O)c2ccc3c(c2)OCO3)C1 (configuration not stated)	-12.9	0.4%	2.6%	-5.4%	-0.5%	-11.9%	-0.9	3.8%	0.3%	0.9	-1.0
Cc1ccc(C)c(NC(=O)C(OC(=O)c2cc[n+]([O-])cc2)c2ccccc2)c1 (configuration not stated)	6.4	-0.2%	-1.6%	?	.	-9.7%	-21.7	1.0%	.	2.1	.
COc1cccc(C(CC(=O)Nc2cccc3ccccc23)NC(=O)c2ccccc2)c1 (configuration not stated)	-1.6	5.7%	0.6%	?	4.7%	8.4%	-3.1	10.1%	-0.9%	-18.4	2.6
Fc1cccc(CCN2CCN=C2Nc2ccccc2)c1	3.2	0.1%	1.2%	-6.2%	.	11.2%	-0.3	5.0%	.	24.3	.
NC(=O)c1ccsc1N	.	-0.7%	3.2%	-7.9%	4.4%	2.3%	.	.	-0.1%	.	-11.2
Cc1ccc(NC(=O)Nc2ccc3c(c2)N(C)C(=O)CS3)nc1	-5.4	-0.6%	0.0%	?	0.6%	-7.0%	3.9	8.9%	2.3%	-5.9	1.5
CC1(C)Cc2c(c(-c3ccccc3)nc(N3CCCC3)c2C(N)=O)CO1	7.1	0.0%	0.1%	9.9%	-0.7%	1.6%	-9.0	5.0%	-6.6%	-0.4	-1.5
C=CCn1c(CSc2nc3ccccc3s2)nnc1SCC(=O)NCc1ccco1	-4.2	0.3%	-1.0%	2.9%	-0.5%	7.5%	23.0	0.1%	13.5%	1.9	2.7

By substructure: those above containing fluorine.
SMILES	KCNH2 3.1 block	B2AR arrestin	USP2a block	BCR signal inh	GALK inhibitor	Eya2 phos inh	Giardia kill	uPA generation	PKM2 act	KCNH2 WT inh	FBPA coupling cs
O=C(CCCNC(=O)c1ccc(Cl)cc1)Nc1ccc(F)c(S(=O)(=O)N2CCOCC2)c1	-1.7	0.4%	0.7%	0.1%	.	5.0%	-23.7	-10.0%	.	1.9	.
COc1ccccc1N1CCN(C(=O)CCSCc2ccccc2F)CC1	-17.6	0.0%	0.5%	?	-1.3%	-3.1%	15.3	-2.1%	-5.1%	9.6	-1.5
Fc1cccc(CCN2CCN=C2Nc2ccccc2)c1	3.2	0.1%	1.2%	-6.2%	.	11.2%	-0.3	5.0%	.	24.3	.
